Screens as filed in PubChem BioAssay.
Anesthetic bind – candidate novel general anesthetic via apoferritin binding | 350,000 compounds, 0.074% hits | Potency, µM (doses to about 77.5 µM), inactives show at the top dose activity change, negative = displacement, usual class: inhibitors | AID 485281 | apoferritin/1-aminoanthracene competitive binding, fluorescence | P02791; also: potency is read from the fitted curve at half-maximal effect; % is scaled to controls: 0 for no effect and ±100 for the full control effect; nearly all actives have a fitted effect of over 20% in size
Target sequence (P02791 2-175 limits assumed): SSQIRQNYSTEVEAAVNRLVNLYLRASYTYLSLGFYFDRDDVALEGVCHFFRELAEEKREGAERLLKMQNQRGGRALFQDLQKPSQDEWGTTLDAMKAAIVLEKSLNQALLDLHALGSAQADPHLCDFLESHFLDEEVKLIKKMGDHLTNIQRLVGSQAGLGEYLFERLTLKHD
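Apoferritin-based anesthetic binding model; compound displacement of fluorescent 1-AMA measured as endpoint fluorescence after 10 minutes at room temperature, scaled to free-ligand and complex controls.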
POLH inh – blocks human DNA polymerase eta activity; Q9Y253; recombinant Pol eta, fluorescent DNA replication assay; Potency, µM (top dose mostly 114 µM), for the others: top-dose activity change, negative = inhibition, actives largely listed as inhibitors; 390,000 compounds, 1.2% hits; AID 588591; also: potency is read from the fitted curve at half-maximal effect; % is scaled to controls: 0 for no effect and ±100 for the full control effect
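Pol eta at 10 nM preincubated with compounds 15 min at room temperature; reaction started with fluorescent substrate (50 nM final) and read kinetically at 0 and 10 min.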
12-LOX inh – inhibitors of human 12S-lipoxygenase ALOX12. P18054. purified 12hLO, xylenol orange hydroperoxide absorbance. Potency, µM (series often up to 108 µM), without a hit: at the highest dose activity change, negative = inhibition, actives largely listed as inhibitors. 580,000 compounds, 1.1% hits. AID 1671190; also: potency is read from the fitted curve at half-maximal effect; % is scaled to controls: 0 for no effect and ±100 for the full control effect
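Hydroperoxide product was detected by ferrous iron/xylenol orange as the 573 to 405 nm absorbance ratio. Arachidonic acid at 40 uM (final) was turned over for 30 min at room temperature by 150 nM human 12hLO, pH 7.0 Hepes buffer, after 15 min compound preincubation.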
RGS4 inhibitor – blocks human RGS4-accelerated GTP hydrolysis | 390,000 compounds, 0.039% hits | AID 504845 | Potency, µM (highest dose often 114 µM), inactives show at the highest dose activity change, negative = inhibition, actives largely listed as inhibitors | Transcreener GDP fluorescence polarization, RGS4-accelerated GTP hydrolysis; also: potency is read from the fitted curve at half-maximal effect; % is scaled to controls: 0 for no effect and ±100 for the full control effect; nearly all actives have a fitted effect of over 75% in size; some results filed as inactive show a strong effect at the top dose
Target sequence (P49798 whole entry, looked up): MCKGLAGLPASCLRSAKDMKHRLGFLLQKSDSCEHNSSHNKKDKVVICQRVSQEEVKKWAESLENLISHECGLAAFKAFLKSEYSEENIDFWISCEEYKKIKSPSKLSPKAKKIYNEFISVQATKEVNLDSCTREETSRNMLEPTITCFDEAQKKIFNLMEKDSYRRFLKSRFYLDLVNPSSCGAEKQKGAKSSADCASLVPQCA
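MLSMR compounds (23 nl, pin-transferred) preincubated 10 min at room temperature with a 500nM (2x) first reagent, then RGS4 at 900nM (2x) plus Transcreener GDP mix added; fluorescence polarization (620/688 nm) read before and after 90 min at 30 °C.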
Pol kappa inh – blocks human DNA polymerase kappa activity. Q9UBT6. purified Pol kappa, fluorescent DNA synthesis assay, 10 min. Potency, µM (titrated, usually from 107 µM), for the others: at the top dose activity, negative = inhibition, usual class: inhibitors. 400,000 compounds, 0.53% hits; also: potency is read from the fitted curve at half-maximal effect; % is scaled to controls: 0 for no effect and ±100 for the full control effect
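Enzyme at 10 nM met test compounds for 15 min at room temperature. Substrate addition (50 nM final) began the reaction, which was monitored by fluorescence at 0 and 10 min.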
Pol beta inh – DNA polymerase beta (human) inhibition | P06746 | Potency, µM (highest dose often 114 µM), inactives show top-dose activity change, negative = inhibition, actives largely listed as inhibitors | AID 485314 | Pol beta primer extension/strand displacement, fluorescence kinetic | 340,000 compounds, 1.3% hits; also: potency is read from the fitted curve at half-maximal effect; % is scaled to controls: 0 for no effect and ±100 for the full control effect
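Human Pol beta at 10 nM; strand-displacement substrate 50 nM final. Compound exposure 15 min at room temperature before start, reaction 10 min at room temperature.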
ERG Ets-DNA blk – blocks human ERG Ets domain binding to DNA; P11308; AID 624246; 370,000 compounds, 0.028% hits; fluorescence polarization, His-ERG Ets domain / labelled DNA; Potency, µM (doses to about 76.9 µM), without a hit: at the top dose FP activity, negative = inhibition, usual class: inhibitors; active = well fitted inhibition curve with a large enough effect in the polarisation, with a control signal flat; inconclusive = small, poorly fitted or top-dose-only effect, or effect the other way, or a change in a side signal; inactive = no such curve, though single readings can be large or run the other way; the % refers to the polarisation;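 also: polarization taken with two DNA probes labelled with fluorescein and Texas red; potency is read from the fitted curve at half-maximal effect; % of control where 0% means no effect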
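His-tagged ERG Ets domain (1 uM in the protein solution; 300mM KCl, 50mM Tris-HCl, 1mM EDTA, 1mM DTT, pH 7.5) received compound, then a probe mix of 5 nM fluorescein-DNA and 100nM Texas-615-DNA. Fluorescence polarization was read for both dyes.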
APE1 inh – APE1 (human) endonuclease inhibition. Potency, µM (top dose mostly 65.8 µM), for the others: at the top dose activity change, negative = inhibition, usual class: inhibitors. P27695. AID 2517. 350,000 compounds, 0.35% hits. recombinant APE1, TAMRA/BHQ-2 abasic DNA cleavage fluorescence;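 also: potency is read from the fitted curve at half-maximal effect; plate controls were vehicle for no effect and reference inhibitor for full effect; nearly all actives have a fitted effect of over 55% in size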
Target sequence (P27695 whole entry, looked up): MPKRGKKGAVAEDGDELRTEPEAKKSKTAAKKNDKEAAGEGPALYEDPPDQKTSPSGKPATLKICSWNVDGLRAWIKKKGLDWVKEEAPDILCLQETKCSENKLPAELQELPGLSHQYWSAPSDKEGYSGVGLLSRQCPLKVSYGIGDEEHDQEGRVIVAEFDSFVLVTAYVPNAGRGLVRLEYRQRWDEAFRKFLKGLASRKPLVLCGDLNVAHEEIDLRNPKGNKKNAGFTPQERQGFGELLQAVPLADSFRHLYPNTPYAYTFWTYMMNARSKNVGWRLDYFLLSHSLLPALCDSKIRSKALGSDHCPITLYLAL
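Endonuclease cleavage of a quenched abasic-site DNA duplex (50 nM) by APE1 (0.75 nM) was tracked by TAMRA dequenching. Compounds were preincubated with enzyme 15 min at room temperature; data normalized to buffer-only and DMSO wells plus NSC13755 control.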
LDHA inh – LDHA (human) enzyme inhibition; P00338; purified LDHA, NADH/diaphorase-resazurin fluorescence; hits give low values; activity change, % (values are at about 110 or 230 µM); 480,000 compounds, 0.15% hits; AID 1347041; in the data active = activity change below about -30%; inconclusive = mostly about -25% to -30%;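 also: plate controls were DMSO wells for no effect and wells without enzyme for full effect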
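Human LDH5 (2 nM) was incubated with 0.06 mM NADH and 0.2 mM pyruvate for 5 min at room temperature in Tris pH 7.4. Remaining NADH was coupled through diaphorase/resazurin, and resorufin fluorescence was read at 0 and 20 min.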
The depositor's hits bear a star; ? = inconclusive; nt = no result given; [ ] = another dose, or the depositor's remark. Unless noted, calls follow the shape of the dose curve; as a rule, active = well fitted curve in the direction sought with a large enough effect; inconclusive = small, poorly fitted or top-dose-only effect, or another doubt; inactive = no such curve, though single readings can be large; an effect the other way counts as inactive or inconclusive.

| Molecule | Pol kappa inh | RGS4 inhibitor | LDHA inh | Pol beta inh | Anesthetic bind | POLH inh | ERG Ets-DNA blk | 12-LOX inh | APE1 inh |
| --- | --- | --- | --- | --- | --- | --- | --- | --- | --- |
| COc1ccc(CNC(=O)c2cc3cc4ccc(C)cc4nc3o2)cc1 | -1% | -11% | 2 | -2% | 0% | -15% | -1% | 0% | nt |
| CN1CCN(C(=O)c2ccccc2NC(=O)c2ccc(C(C)(C)C)cc2)CC1 | -17% | 14% | -5 | 46% | -4% | -1% | -10% | nt | -11% |
| COc1ccc(Cl)cc1CSc1n[nH]c(C)n1 | -16% | 18% | -8 | 17% | -6% | -7% | -4% | 7% | ? |
| CC1(C)CC(=O)c2cnc(NC3CC3)nc2C1 | -15% | 11% | -1 | 18% | -10% | -5% | 8% | -1% | 2% |
| CCCCOc1ccc(C(=O)NCC(=O)N2CC=C(c3ccccc3)CC2)cc1 | 4% | 5% | -7 | nt | nt | 1% | -4% | -7% | -12% |
| O=C(CCCOC(=O)c1ccc(O)cc1O)c1ccc(Br)cc1 | -5% | -16% | -8 | nt | nt | -9% | 10% | ? | -44% |
| Cc1cc(C)nc(SCC(N)=O)n1 | -7% | 11% | -11 | -13% | 32%[activator] | -2% | 6% | 8% | 4% |
| CCOc1ccc(N(CC(=O)NCc2ccco2)S(=O)(=O)c2ccc(OC)c(OC)c2)cc1 | -9% | -16% | -2 | ? | 2% | ? | 1% | 0% | ? |
| C=CCNc1nc(SCC=C)nc2ccsc12 | -9% | -28% | -2 | 22% | -19% | -28% | -13% | -16% | 10% |
| C/C(=N\OC(=O)c1ccc(Cl)cc1)c1sc(-c2ccccc2)nc1C | 3% | -26% | -1 | -3% | -7% | -18% | -14% | 28% | -1% |
| O=Cc1c(N2CCCCCC2)nc2ccccn2c1=O | 0% | -8% | -5 | 6% | -20% | -8% | -6% | 23% | 1% |
| CCC1(C)NC(=O)N(CC(=O)Nc2cc(C)on2)C1=O (centres undefined) | -10% | 6% | 0 | nt | nt | 8% | 7% | 10% | -2% |
| CC(C)Oc1ccc(CN2CCCC(CO)(Cc3ccc(F)cc3)C2)cc1 (centres undefined) | 2% | -11% | 0 | -18% | 9% | -17% | -1% | -4% | 0% |
| CCC(=O)N1CCC(C(N)=O)(N2CCCCC2)CC1 | -1% | 11% | -5 | -25% | -4% | -13% | 9% | 1% | -1% |
| C=CCOC(=O)C1=C[C@H](c2csc3ccccc23)C[C@H](OCc2ccc(CO)cc2)O1 | -11% | -20% | -1 | nt | nt | -1% | 5% | -28% | nt |
| O=C(CN1C(=O)c2ccccc2S1(=O)=O)N1CCN(c2cccc(Cl)c2)CC1 | 1% | -31% | 0 | nt | nt | -13% | -3% | 0% | nt |
| CC12CC3OC3CC1CCC1C2CCC2(C)C1CCC21OCCO1 (centres undefined) | -21% | 0% | -5 | nt | nt | -6% | nt | -1% | nt |
| Cn1c(=O)c(Nc2ccc(O)cc2)c2c3c(cccc31)C(=O)c1ccccc1-2 | ? | 1% | 3 | 32µM* | -20% | 14µM* | -8% | 0% | 8% |
| CC1c2nc3ccccc3n2C(CC(=O)NC2CC2)C(=O)N1Cc1ccccc1 (centres undefined) | -9% | -7% | -3 | 39% | -1% | -2% | 14% | 4% | -12% |
| COC(=O)c1ccc(N2CCOCC2)c(NC(=O)c2ccc3c(c2)OCCO3)c1 | -1% | 1% | -6 | -3% | -5% | -5% | -5% | -3% | -7% |
| CCOc1ccccc1NC(=O)c1c(NC(=O)c2ccncc2)sc2c1CCC(C(C)(C)C)C2 (centres undefined) | 5% | -12% | -2 | 4% | 0% | 4% | -2% | -23% | nt |
| CCOc1ccccc1NC(=O)C1CCCN(S(=O)(=O)c2cccc3cccnc23)C1 (centres undefined) | 13% | -4% | 4 | -17% | 1% | -8% | 8% | 283%[activator] | ? |
| C=CCOC(=O)C1=C(C)NC(C)=C(C(=O)OCC=C)C1c1ccc(C)o1 | -9% | -33% | 3 | 5% | 6% | ? | 3% | ? | 5% |
| O=C(NCCCN1CCOCC1)c1ccccc1NS(=O)(=O)c1ccc(Br)cc1 | -3% | 21% | -9 | -2% | -7% | 1% | -8% | -6% | -3% |
| COC(=O)CCc1c(C)c(C(=O)c2ccco2)c2ccccn12 | -25% | -29% | 11 | ? | -6% | -10% | 5% | ? | 0% |
| CS(=O)(=O)c1ccc(NC(=O)CCN2C(=O)C3CCCCC3C2=O)cc1 (centres undefined) | -2% | 6% | -6 | nt | nt | -3% | 17% | 4% | 13% |
| NC(=O)C1CCN(CCC(=O)Nc2ccc(Br)cc2)CC1 | -13% | -24% | 0 | 16% | ? | 8% | 3% | 0% | -8% |
| CN(CC(=O)Nc1ccc(F)cc1)C(=O)Cn1c(=O)oc2ccccc21 | -3% | 3% | 1 | nt | nt | -16% | -1% | 420%[activator] | 46%[activator] |
| O=C(O)/C=C/C(=O)Nc1ccc(S(=O)(=O)N2CCCC2)cc1 | -13% | -4% | -10 | 43% | 1% | 0% | 2% | -11% | -3% |
| CC1(C)CC(=O)N(c2cccc(Cl)c2)C(=O)C1 | -14%[60.1 µM] | 45% | -3 | 36% | ? | -17% | 6% | 10% | 3% |
| CCCn1nc(CC(=O)OCC)c2ccccc2c1=O | -3% | -27% | 2 | 15% | -7% | -16% | 6% | 0% | 17% |
| COc1ccc(CCn2c(=N)c(C(=O)NC3CCCC3)cc3c(=O)n4ccccc4nc32)cc1OC | -8% | 36% | -23 | 44% | 5% | -4% | -7% | -1% | 0% |
| Cc1cc(C(=O)N/N=C/c2ccc(Br)o2)n[nH]1 | -18% | 14% | -10 | -12% | 5% | -2% | 0% | -1% | -21% |
| CCN(CC)c1ccc(/C=C/c2cccc[n+]2C)c(OC)c1 | -33% | -67%[56.9 µM] | 11 | 50µM* | -15% | -27% | 137%[activator] | ? | -9% |
| CC(=O)SC1CC(=O)N(c2ccc(C(C)(C)C)cc2)C1=O (centres undefined) | 4% | -16% | -8 | 31% | -16% | -20% | -1% | 147%[activator] | 10% |
| CC(NC(=O)CCN1C(=O)c2ccccc2S1(=O)=O)c1ccccc1 (centres undefined) | 2% | 6% | -5 | nt | nt | -4% | -3% | 3% | -10% |
| CN(C)c1ccc(C(CNC(=O)c2c(F)cccc2Cl)N2CCOCC2)cc1 (centres undefined) | -9%[60.1 µM] | -3% | -1 | 14% | 34%[activator] | -17% | 2% | 8% | nt |
| O=C1OCCC1Sc1nnc(-c2cccc(Br)c2)o1 (centres undefined) | -3% | 34% | -6 | -11% | -23% | -19% | -4% | 10% | -2% |
| CC(C)(C)NC(=O)CSC(=Nc1ccc(F)cc1)NC#N | -13% | -8% | -4 | 2% | -22% | -1% | -2% | -12% | -4% |
| COC(CN(C(=O)CCl)C(C(=O)NC1CCCC(C)C1C)c1ccc(C)cc1)OC (centres undefined) | -1% | -7% | -4 | -1% | -15% | -5% | 5% | nt | -1% |
| C/C(=N\NC(=O)c1cc(-c2ccccc2C)nc2ccccc12)c1cccnc1 | -7% | -35% | -4 | 1% | -19% | -19% | -5% | 16% | 56%[activator] |
| COC(=O)c1c(C)nc(C)c2c(=O)oc3ccccc3c12 | -22% | -18% | 0 | 0% | -10% | -8% | 2% | 0% | -1% |
| CC(=O)O[C@]1(C(C)=O)CC[C@H]2[C@@H]3C=C(Cl)C4=CC(=O)CC[C@]4(C)[C@H]3CC[C@@]21C | 9% | -12% | -4 | -22% | ? | -19% | 22% | -6% | 15% |
| Cc1ccc(S(=O)(=O)N/N=C/c2ccccc2F)cc1[N+](=O)[O-] | 6% | -47% | -3 | -1% | 8% | 6% | 1% | ? | 1% |
| CCCSc1oc(-c2ccco2)nc1S(=O)(=O)c1ccc(C)cc1 | -9% | 11% | -8 | 25% | -9% | -17% | 13% | ? | 1% |
| O=C(Nc1ccc(S(=O)(=O)Nc2ccccn2)cc1)c1ccccc1 | -7% | 0% | -7 | 61% | -10% | -12% | -1% | 0% | 18% |
| CCc1nnc(NC(=O)c2cccnc2)s1 | -12% | 4% | 0 | ? | -1% | -7% | -2% | ? | 2% |
| O=C(Nc1ccc(F)c(F)c1)C1CCCCC1 | 7% | 8% | -4 | nt | nt | -23% | 1% | -1% | 7% |
| O=C(COC(=O)c1c[nH]c(=O)[nH]c1=O)Nc1ccccc1Br | -8% | 12% | -1 | -3% | -5% | -19% | -4% | -12% | 3% |
| CC(C)C(NC(=O)c1ccco1)C(=O)OCC(=O)Nc1ccc(C(N)=O)cc1 (centres undefined) | -11% | 4% | -6 | 13% | -3% | -5% | 3% | 10% | -6% |
| CCN(CC)S(=O)(=O)c1ccc(C)c(NC(=O)CSc2nc3ccccc3[nH]2)c1 | -6% | -10% | 5 | 0% | -17% | -23% | -5% | -16% | 6% |
| O=S(=O)(Nc1ccc(F)cc1)N1CCOCC1 | 0% | -15% | -2 | 18% | -15% | -19% | -5% | 20% | 58%[activator][12.4 µM] |
| Nc1c(C(=O)NCC2CCCO2)c2nc3ccccc3nc2n1-c1ccccc1 (centres undefined) | -16% | -3% | 1 | 5% | 750%[activator] | -29% | 13% | 96%[activator] | -7% |

Only part of the results is shown. The share of hits here may be higher or lower than overall.
